ABHD5-PLIN5 inh = blocks binding of human ABHD5 to perilipin-5; AID 602281; 360,000 compounds, 0.78% hits; Q00G26+Q8WTS1; inhibition, % at 4 µM; Split G. princeps luciferase complementation, luminescence, 4 h;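 active means inhibition above the mean inhibition across every tested compound plus 3 SD, cut at about 22% in these data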;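 further: 0% = DMSO only wells and the 100% control is not disclosed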
Granule exo inh = blocks lytic granule exocytosis. TALL-104 LAMP-1 surface exposure, flow cytometry; cells stimulated with thapsigargin and PMA. inhibition, % at 10 µM. 360,000 compounds, 0.66% hits. AID 651702;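 active means inhibition above about 55%, limit read from the data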
CaV13 ICDI inh = Primary screen for inhibitors of IQ motif and Ca2+-dependent inactivation inhibitor domain binding in CACNA1D, Förster resonance energy transfer in living cells, …. inhibition, % at 12.3 µM. AID 743397. 340,000 compounds, 0.098% hits. HEK cells, CFP/YFP FRET ICDI-IQ, plate reader, 10 min; percent FRET-ratio fall versus neutral wells;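 active means mean replicate inhibition of at least 30% and at least 1% of replicates passing that level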;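 further: 0% = median of the neutral control wells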
Glyco luc inh = blocks N-linked glycosylation in D54 reporter cells; D54 ERlucT glycosylation luciferase reporter, 24 h; percent of 100 nM tunicamycin response; reporter increase, % at 12.5 µM; 360,000 compounds, 0.23% hits; AID 588692;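 active means mean luciferase reporter signal, scaled so untreated is 0 and the glycosylation-blocking control 100, at or above a set limit in every replicate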;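 further: luciferase carries N-glycosylation sites so blocking glycosylation raises the light; 0% = median of neutral control wells and 100% = median of 100 nM tunicamycin wells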
MC4R barr agon = human MC4R agonism via beta-arrestin; U2OS MC4R beta-arrestin complementation, luminescence; percent of melanotan II response, DMSO zero; activation, % at 8.9 µM; 360,000 compounds, 0.98% hits; AID 540308;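 active means activation above a per-plate cutoff, the mean activation of sample wells on that plate plus 3 SD, cut at about 8% in these data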
MC4R antagonist = antagonists of human melanocortin 4 receptor (MC4R) | P32245 | MC4R-expressing cells, MTII-stimulated cAMP, LANCE TR-FRET | inhibition, % at 6.5 µM | 360,000 compounds, 0.48% hits | AID 540295;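 active means inhibition above its plate's cutoff, the mean of tested wells on that plate plus 3 SD, cut at about 29% in these data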;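 further: 0% = Melanotan II alone and 100% = Melanotan II plus saturating MCL0020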
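System: U2OS cells stably expressing human melanocortin 4 receptor (MC4R). Reagent: Melanotan II challenge after compound preincubation. Doses: 6.5 µM. Times: 30-min compound, 1-h challenge, 1-h detection, room temperature. Measured by: TR-FRET with Eu-cAMP and labeled anti-cAMP, 671 nm. Replicates: singlicate.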
HTR2A ag = agonists of mouse serotonin 5-HT2A receptor (HTR2A). 360,000 compounds, 0.66% hits. activation, % at 7.6 µM. CHO-K1 mHTR2A beta-arrestin complementation, luminescence; percent of 30 µM serotonin response. AID 624169. P35363;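 active means activation above a run cutoff, the mean activation of all tested compounds plus 3 SD, cut at about 14% in these data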;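 further: 0% = plate median of compound wells and 100% = 30 µM serotonin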
Target sequence (P35363 whole entry, looked up): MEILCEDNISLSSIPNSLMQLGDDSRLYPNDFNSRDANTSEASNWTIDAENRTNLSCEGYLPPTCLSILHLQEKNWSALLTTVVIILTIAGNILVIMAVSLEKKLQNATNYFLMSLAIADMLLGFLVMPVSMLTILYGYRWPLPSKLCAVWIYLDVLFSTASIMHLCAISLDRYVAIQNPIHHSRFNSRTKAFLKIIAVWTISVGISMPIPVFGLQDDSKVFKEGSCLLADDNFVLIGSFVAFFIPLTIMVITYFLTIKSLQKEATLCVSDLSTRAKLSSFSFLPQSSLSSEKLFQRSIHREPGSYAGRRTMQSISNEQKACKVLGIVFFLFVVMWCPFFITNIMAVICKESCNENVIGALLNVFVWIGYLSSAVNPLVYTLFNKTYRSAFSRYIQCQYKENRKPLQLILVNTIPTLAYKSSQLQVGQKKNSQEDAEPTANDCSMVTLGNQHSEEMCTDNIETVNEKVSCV
Cardio protect = modulators protecting cardiomyocytes from myocardial damage | H9c2 cardiomyocytes, H2O2 injury protection, ATPLite, 2 h | protection from H2O2 cell death, % at 20 µM | 360,000 compounds, 0.63% hits | AID 588492;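 active means compounds giving at least 50% protection of heart cells from peroxide-induced death in the single-dose screen, raw or plate-pattern-corrected value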;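 further: 0% = DMSO wells with peroxide and 100% = DMSO wells without peroxide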
ABCB6 inh MLPCN = human ABCB6 transporter inhibition; Q9NP58; K562-ABCB6 porphyrin accumulation, flow cytometry, 1 h; hits give low values; fluorescence ratio to DMSO, % at 10 µM; 360,000 compounds, 0.19% hits; AID 602162;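 active means fluorescence ratio to DMSO below 75%, the collection mean minus 3 SD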;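 further: signal is porphyrin accumulated inside mitochondria; 100% equals median channel fluorescence of DMSO control wells; lower ratio means ABCB6 inhibition with less porphyrin fluorescence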
PDI inh = inhibitors of human protein disulfide isomerase | inhibition, % at 10 µM | AID 588391 | PDI insulin aggregation turbidity, A650, 90 min | 350,000 compounds, 0.052% hits | P07237;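 active means mean inhibition across replicates of 30% or more, whatever share of single replicates reach that level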;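 further: absorbance from insulin aggregation driven by PDI reduction with DTT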
Target sequence (P07237 whole entry, looked up): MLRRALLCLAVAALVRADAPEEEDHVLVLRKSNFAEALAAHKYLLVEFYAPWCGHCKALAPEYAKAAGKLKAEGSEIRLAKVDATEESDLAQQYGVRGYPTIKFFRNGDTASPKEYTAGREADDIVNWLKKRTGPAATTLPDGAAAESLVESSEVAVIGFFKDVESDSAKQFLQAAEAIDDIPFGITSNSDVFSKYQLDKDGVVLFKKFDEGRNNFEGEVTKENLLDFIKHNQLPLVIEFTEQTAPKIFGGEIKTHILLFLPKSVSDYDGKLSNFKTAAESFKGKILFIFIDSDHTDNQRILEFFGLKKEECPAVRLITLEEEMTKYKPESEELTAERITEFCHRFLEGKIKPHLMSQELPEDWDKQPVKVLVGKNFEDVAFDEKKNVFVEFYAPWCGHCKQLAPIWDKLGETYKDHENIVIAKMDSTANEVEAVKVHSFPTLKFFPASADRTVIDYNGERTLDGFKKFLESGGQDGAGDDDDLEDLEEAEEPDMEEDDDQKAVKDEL
The depositor's hits bear a star; . = no result given. These rows are one share of the data; rates above refer to the full screens.

SMILES	ABHD5-PLIN5 inh	Granule exo inh	CaV13 ICDI inh	Glyco luc inh	MC4R barr agon	MC4R antagonist	HTR2A ag	Cardio protect	ABCB6 inh MLPCN	PDI inh
CCOc1cc(C=C2C(=O)NC(=O)NC2=O)ccc1OS(=O)(=O)c1ccccc1	-5	2	.	-2	-0.4	10	0	16	93	-8
COC(=O)C1=C(c2c(C)noc2C)C[C@@H]2CC[C@H]1N2C(=O)N1CCCC1	1	10	-9	3	-0.5	4	-4	7	94	-6
O=S(=O)(c1ccc(Cl)cc1)N1Cc2cc(Br)ccc2-n2nncc2C1	6	-2	-7	-1	.	.	-3	-5	98	.
COC(=O)CCCNC(=O)CN1CC(c2ccccc2)CC1=O (configuration not stated)	0	-2	.	0	-0.3	2	2	6	96	-7
CCOC(=O)c1cc2c(cn1)[C@H](CCO)NC2	6	-1	-10	1	-1.4	-1	1	14	91	-3
Cc1cccnc1NC1=NCC(C)S1 (configuration not stated)	1	0	-1	3	-1.1	2	4	5	85	6
O=P(Oc1ccccc1)(N1CCOCC1)N1CCOCC1	-5	-3	-7	3	-0.4	4	-2	3	95	0
CCOP(=O)(NC(C)C)Oc1ccc(SC)c(C)c1 (configuration not stated)	3	0	-6	0	0.6	6	4	0	104	3
O=P(CN1CCN(c2ccccc2)CC1)(N1CCCCC1)N1CCCCC1	7	-6	-9	-2	0.3	-2	14*	4	92	-3
Cc1ccc(C)c(CN2CCC(n3nnc4cc(F)ccc43)CC2)c1	-2	6	.	-5	-0.5	2	-2	-6	100	-1
Cn1c(O)c(C=NC2CCN(Cc3ccccc3)CC2)c(=O)[nH]c1=O	2	0	-4	1	0.9	5	3	3	96	2
CC(=O)CC(=O)C1C(=O)N(C)C(=O)N(C)C1=O	7	1	.	1	2.1	-1	2	8	101	0
CCN1CCN(Cc2cc(Br)cc(Br)c2O)CC1	5	0	-4	-1	-0.4	7	-5	-4	110	-8
Cn1cc(C(=O)OCC(=O)NC2CCCC2)c2ccccc21	7	18	-5	2	1.2	7	-5	0	100	5
CC(=O)Nc1ccc(OC(=O)N2CCCCC2)cc1	-4	0	.	0	-0.8	3	0	2	92	-1

Whole records as entered above. Screens in order: ABHD5-PLIN5 inh, Granule exo inh, CaV13 ICDI inh, Glyco luc inh, MC4R barr agon, MC4R antagonist, HTR2A ag, Cardio protect, ABCB6 inh MLPCN, PDI inh
`Cn1c(O)c(C=NC2CCN(Cc3ccccc3)CC2)c(=O)[nH]c1=O` reads 2, 0, -4, 1, 0.9, 5, 3, 3, 96, 2
`Cc1cccnc1NC1=NCC(C)S1` (configuration not stated) reads 1, 0, -1, 3, -1.1, 2, 4, 5, 85, 6

Other records.
SMILES	ABHD5-PLIN5 inh	Granule exo inh	CaV13 ICDI inh	Glyco luc inh	MC4R barr agon	MC4R antagonist	HTR2A ag	Cardio protect	ABCB6 inh MLPCN	PDI inh
Cc1ccccc1-n1c(O)c(/C=C2/C(c3ccccc3)=Nc3ccccc32)c(=O)[nH]c1=O	9	9	-15	18	-1.4	-17	-3	-4	89	14
O=P(Oc1ccccc1)(Oc1ccccc1)N1CCOCC1	6	-11	-6	1	-0.2	10	0	4	100	-1
CCCCn1c(=O)c(C=Nc2cccnc2Cl)c(O)n(CCCCl)c1=O	-5	-4	-19	0	-1.2	8	3	2	95	-12
CC1[C@H]2Cc3ccc(O)cc3[C@]1(C)CCN2CCc1ccccc1 (some centres not stated)	5	1	.	-4	-1.0	10	-1	7	100	-3
C(#CCN1CCCC1)CN1CCCC1	14	2	-2	-2	-2.0	7	1	12	97	2
CS(=O)(=O)c1ccc(C2=C(CNC(=O)c3cccs3)[C@H]3CC[C@@H](C2)N3Cc2ccco2)cc1	-2	0	-7	2	-0.2	0	5	-2	99	12
C[N+]1(C)C2CCC1CC(OC(=O)c1c[nH]c3ccccc13)C2 (configuration not stated)	-1	-3	-6	0	-1.0	5	-5	-14	93	2
CN(C)C(=O)Oc1ccc2c(c1)O/C(=C\c1ccccc1)C2=O	12	-10	-21	2	1.2	9	4	5	97	-4
CC1CCCCC1NC1CCN(C)CC1 (configuration not stated)	15	5	-20	-1	0.0	1	1	2	95	9
CCCCCCn1c(O)c(C=NCCN2CCOCC2)c(=O)[nH]c1=O	-1	9	-6	0	-2.1	-3	-1	0	101	-2
CCN(CC)CCOC(=O)C(O)(c1ccccc1)c1ccccc1	-4	-1	-4	-1	-0.4	-1	-4	8	102	3
Cc1cc(=O)n(-c2ccccc2)n1-c1ccccc1	0	3	-3	1	-1.8	19	0	-1	96	5
Cc1cc(OCC(=O)N2CCCN(C)CC2)ccc1Cl	5	-1	-11	-1	-2.8	0	-5	6	94	1
CCCC[N+]1(C)[C@@H]2CC(OC(=O)[C@H](CO)c3ccccc3)C[C@H]1[C@@H]1O[C@@H]12 (some centres not stated)	-10	-3	-5	0	0.5	1	1	6	104	1
O=[N+]([O-])c1cc(Cl)c(Cl)cc1Cl	3	1	.	0	-1.1	7	3	10	95	.

Some of the entries so far, with bars between the fields:
Compound | ABHD5-PLIN5 inh | Granule exo inh | CaV13 ICDI inh | Glyco luc inh | MC4R barr agon | MC4R antagonist | HTR2A ag | Cardio protect | ABCB6 inh MLPCN | PDI inh
CC1[C@H]2Cc3ccc(O)cc3[C@]1(C)CCN2CCc1ccccc1 (some centres not stated) | 5 | 1 | . | -4 | -1.0 | 10 | -1 | 7 | 100 | -3
C(#CCN1CCCC1)CN1CCCC1 | 14 | 2 | -2 | -2 | -2.0 | 7 | 1 | 12 | 97 | 2
CS(=O)(=O)c1ccc(C2=C(CNC(=O)c3cccs3)[C@H]3CC[C@@H](C2)N3Cc2ccco2)cc1 | -2 | 0 | -7 | 2 | -0.2 | 0 | 5 | -2 | 99 | 12
C[N+]1(C)C2CCC1CC(OC(=O)c1c[nH]c3ccccc13)C2 (configuration not stated) | -1 | -3 | -6 | 0 | -1.0 | 5 | -5 | -14 | 93 | 2
CN(C)C(=O)Oc1ccc2c(c1)O/C(=C\c1ccccc1)C2=O | 12 | -10 | -21 | 2 | 1.2 | 9 | 4 | 5 | 97 | -4
CC1CCCCC1NC1CCN(C)CC1 (configuration not stated) | 15 | 5 | -20 | -1 | 0.0 | 1 | 1 | 2 | 95 | 9
CCCCCCn1c(O)c(C=NCCN2CCOCC2)c(=O)[nH]c1=O | -1 | 9 | -6 | 0 | -2.1 | -3 | -1 | 0 | 101 | -2
CCN(CC)CCOC(=O)C(O)(c1ccccc1)c1ccccc1 | -4 | -1 | -4 | -1 | -0.4 | -1 | -4 | 8 | 102 | 3
Cc1cc(=O)n(-c2ccccc2)n1-c1ccccc1 | 0 | 3 | -3 | 1 | -1.8 | 19 | 0 | -1 | 96 | 5
Cc1cc(OCC(=O)N2CCCN(C)CC2)ccc1Cl | 5 | -1 | -11 | -1 | -2.8 | 0 | -5 | 6 | 94 | 1
CCCC[N+]1(C)[C@@H]2CC(OC(=O)[C@H](CO)c3ccccc3)C[C@H]1[C@@H]1O[C@@H]12 (some centres not stated) | -10 | -3 | -5 | 0 | 0.5 | 1 | 1 | 6 | 104 | 1

The listing continues:
SMILES	ABHD5-PLIN5 inh	Granule exo inh	CaV13 ICDI inh	Glyco luc inh	MC4R barr agon	MC4R antagonist	HTR2A ag	Cardio protect	ABCB6 inh MLPCN	PDI inh
COc1ccc(Br)cc1CN1CCN(C(=O)Cc2ccccc2)CC1	2	4	.	1	-0.5	-1	-3	11	102	6
c1cnc(OCCN2CC2)cn1	4	-6	-6	-2	0.2	-5	5	6	255	-6
O=C(Cc1ccccc1)OCC(=O)N1CCN(S(=O)(=O)c2ccc(Cl)cc2)CC1	16	2	-5	0	0.1	0	7	3	103	-7
CCC1CN1P(=O)(N1CCCC1)N1CC1CC (configuration not stated)	3	0	-6	2	-1.4	4	-1	0	105	3
CCOP(=O)(OCC)C(NC(=O)Cc1ccccc1)C(Cl)(Cl)Cl (configuration not stated)	-2	2	6	2	-2.0	8	2	7	100	-4
COC(=O)C1=C(c2ccc(OC)c(OC)c2)C[C@@H]2CC[C@H]1N2C(=O)NCc1cccc2ccccc12	6	-1	-6	-3	-0.6	13	0	2	95	-3
O=C1NC(=O)N(Cc2ccc(F)cc2)C(=O)/C1=C/c1cccs1	1	56*	-7	10	-1.4	68*	2	7	99	3
CCC[C@H](N[C@@H](CCC)[C@H](O)c1ccccc1)[C@H](O)c1ccccc1	2	4	7	-1	0.6	-1	-3	-6	102	9
Cc1ccc(CN2CCN(Cc3ccccc3)CC2)cc1	3	18	-15	-1	-1.4	2	-5	2	93	1
CC(=O)c1cn(CCCOc2ccccc2)c2ccccc12	4	4	-5	-4	0.3	8	-3	-16	96	2
CC(C(=O)O)N(C(=O)c1ccccc1)c1ccc(F)c(Cl)c1 (configuration not stated)	-2	-1	-4	2	0.5	3	10	7	98	3
Cn1c(O)c(C=NC2CCCCCC2)c(=O)[nH]c1=S	-1	0	-2	1	-0.3	20	-1	4	103	2
O=c1[nH]c(=O)n(Cc2ccco2)c(O)c1C=NCCCn1ccnc1	5	2	.	1	0.2	2	4	2	105	1
O=C(NCCN1CCOCC1)c1ccc(Cl)nc1	2	-1	2	0	-1.0	-1	1	7	93	1
O=c1c2ccccc2nc(-c2ccccc2)n1-n1cccc1	2	-1	.	-1	-0.5	9	1	25	101	-4
COc1ccc2nc(/N=C/c3c(O)n(-c4cccc(Cl)c4)c(=O)[nH]c3=O)sc2c1	23*	10	.	0	0.6	14	5	-7	101	-2
